Keap1-Nrf2 PPI: Keap1-Nrf2 (human) interaction inhibition; Q14145; Keap1 Kelch-Nrf2 peptide fluorescence polarization, 1536-well; inhibition, % at 9.4 µM; 340,000 compounds, 0.15% hits; in the data active means inhibition above about 12%;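 further: human Keap1 Kelch domain with fluorescein labeled Nrf2 9mer peptide probe; 0% = neutral control wells and 100% = peptide positive control; higher means more block of Keap1 binding to Nrf2 peptide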
Target sequence (Q14145 whole entry, looked up, the tested form may be a part): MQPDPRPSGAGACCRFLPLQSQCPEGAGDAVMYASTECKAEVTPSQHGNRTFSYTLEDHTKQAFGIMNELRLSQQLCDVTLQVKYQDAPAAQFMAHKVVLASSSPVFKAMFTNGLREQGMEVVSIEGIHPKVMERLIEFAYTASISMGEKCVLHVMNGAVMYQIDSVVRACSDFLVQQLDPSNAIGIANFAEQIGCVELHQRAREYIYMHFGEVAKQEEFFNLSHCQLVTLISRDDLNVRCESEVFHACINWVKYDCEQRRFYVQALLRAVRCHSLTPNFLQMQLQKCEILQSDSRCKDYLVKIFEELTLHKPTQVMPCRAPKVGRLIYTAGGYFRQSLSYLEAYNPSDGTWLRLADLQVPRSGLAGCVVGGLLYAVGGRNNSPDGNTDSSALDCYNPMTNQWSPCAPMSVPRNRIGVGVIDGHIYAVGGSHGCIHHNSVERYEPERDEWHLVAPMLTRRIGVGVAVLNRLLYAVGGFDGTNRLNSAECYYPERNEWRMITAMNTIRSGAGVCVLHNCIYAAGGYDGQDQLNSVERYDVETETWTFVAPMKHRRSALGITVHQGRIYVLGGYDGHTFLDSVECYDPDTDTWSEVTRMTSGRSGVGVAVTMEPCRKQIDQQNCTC
LANA DNA inh: blocks KSHV LANA C-terminal domain binding to DNA. 340,000 compounds, 0.078% hits. inhibition, % at 9 µM. MBP-C-LANA/FAM-LBS DNA binding, fluorescence polarization;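 active means highest replicate inhibition at or above 60% at 9 µM, even if other replicates fall short; inactive means all replicates below 60% inhibition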;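 further: 0% = neutral control wells and 100% = 4 µM acridine orange control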
SR-BI DiI-HDL act: SR-BI HDL lipid transfer activation. CHO ldlA[mSR-BI] cells, DiI-HDL uptake fluorescence, 3 h; 100 = double the neutral-control signal. activation, % at 12.5 µM. 320,000 compounds, 0.096% hits. AID 504775;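 active means mean replicate activation of at least 60% and every replicate at or above 60%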;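 further: 0% = median plate neutral-control signal and 100% = twice that signal; values of inactives mirror those of a sister screen read the other way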
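Assay system: CHO ldlA[mSR-BI] cells, LDL receptor-null, SR-BI overexpressing; medium: Ham's F12 with 0.5% BSA, HEPES 25 mM, pH 7.4; also added: DiI-HDL 10 µg/mL; timing: 3 h uptake period with compound, 37 °C; signal: DiI fluorescence, bottom read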
Arrestin-AP2 inh: inhibitors of human beta-arrestin and AP2 interaction; inhibition, % at 10 µM; AID 504490; 340,000 compounds, 0.31% hits; FITC-arrestin peptide / GST-AP2 beads, flow cytometry; AP2 beta2 appendage carries R879A mutation;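 active means inhibition above a set limit, near 3 SD of compounds lacking own fluorescence, cut at about 54% in these data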;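 further: plate controls were DMSO wells for no effect and 5 µM unlabelled arrestin peptide for full effect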
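System: GST-AP2 R879A glutathione beads; medium: PBS, Tween 20 0.05%, BSA 0.1%; reagent: fluorescein-tagged arrestin peptide at 50 nM final; schedule: pre-incubation 12 min, peptide binding 1 h, room temperature; detection: flow cytometry, FL1 (488/535 nm); read-out: inhibition as reduced fluorescein signal on beads, percent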
PKA-R2B activ: activators of human PKA-R2B complex; P22694+P31323; PKA-R2B holoenzyme dissociation, Cy5-IP20 fluorescence polarization; R2B truncated from residue 108, S112A mutant; 0% DMSO only, 100% 113 µM cGMP; activation, % at 11.4 µM; 340,000 compounds, 0.079% hits; AID 504700;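 active means activation above a cutoff set at the mean over all compounds plus 3 SD, cut at about 18% in these data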;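 further: higher means more holoenzyme dissociation and a rise in polarization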
Target sequence (P31323 whole entry, looked up, other chains not shown, the tested form may be a part): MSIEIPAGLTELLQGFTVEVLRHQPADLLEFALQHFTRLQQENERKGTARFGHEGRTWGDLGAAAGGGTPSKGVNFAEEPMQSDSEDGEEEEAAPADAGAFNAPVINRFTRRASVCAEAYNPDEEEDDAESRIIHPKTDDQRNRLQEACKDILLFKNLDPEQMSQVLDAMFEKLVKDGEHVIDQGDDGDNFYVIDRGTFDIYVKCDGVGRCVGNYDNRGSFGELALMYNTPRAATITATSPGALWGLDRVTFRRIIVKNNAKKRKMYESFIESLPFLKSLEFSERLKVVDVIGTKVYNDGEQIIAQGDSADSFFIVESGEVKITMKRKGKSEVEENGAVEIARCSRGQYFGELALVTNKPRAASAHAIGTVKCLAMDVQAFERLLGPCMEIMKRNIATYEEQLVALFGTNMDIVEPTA
Cardiac RTF inh: cardiac RTF calcium desensitization; IANBD-labeled cardiac RTF, Ca2+ fluorescence; P19429+P45379; AID 493244; 340,000 compounds, 0.12% hits; inhibition, % at 7.15 µM;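 active means inhibition above the mean inhibition of all tested compounds plus 3 SD, cut at about 17% in these data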;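 further: assay run at fixed EC70 calcium of 1.6 mM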
DAGLB inh: diacylglycerol lipase beta (human) inhibition; inhibition, % at 5.17 µM; AID 504411; Q8NCG7; 340,000 compounds, 0.059% hits; HEK293T DAGLB membrane lysate, EnzChek fluorogenic substrate; in the data active means inhibition above about 34%;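 further: 0% = enzyme with vehicle and 100% = wells lacking enzyme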
NSD2 HMT inh: blocks human histone methyltransferase NSD2; 310,000 compounds, 0.54% hits; AID 743445; NSD2 peptide methylation, AlphaScreen, 120 min; O96028; inhibition, % at 12.5 µM; in the data active means inhibition above about 50%
PvdQ inh: P. aeruginosa PvdQ acylase inhibition | inhibition, % at 10 µM | 340,000 compounds, 0.063% hits | AID 488965 | purified PvdQ acylase, fluorescence plate reader; in the data active means inhibition above about 30%, passing the limit was not always enough;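 further: 0% = vehicle neutral wells and 100% = reference inhibitor wells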
SR-BI HDL uptake: inhibitors of mouse SR-BI mediated HDL lipid uptake; Q61009; ldlA[mSR-BI] CHO cells, DiI-HDL uptake fluorescence, 3 h; inhibition, % at 12.5 µM; 320,000 compounds, 0.96% hits; AID 488896;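 active means mean replicate inhibition of at least 70% and a set share of replicates each scoring 70 or more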;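 further: 0% = median of neutral control wells and 100% = median of positive control wells; values of inactives mirror those of a sister screen read the other way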
Active calls of the source: *; & = joins results of further samples. Outcome played no part in choosing rows; about 2.1% have a hit in one of these screens.

For CCC(C)[C@H]1COCCS(=O)(=O)N1Cc1ccc(Br)cc1 (some centres undefined) the results were Keap1-Nrf2 PPI -2, LANA DNA inh 2.2, SR-BI DiI-HDL act -12, Arrestin-AP2 inh -3, PKA-R2B activ 5, Cardiac RTF inh -1, DAGLB inh -1, PvdQ inh -14 and SR-BI HDL uptake 12.
Screening C#C[C@]1(O)CC[C@H]2[C@@H]3CCc4cc(OC5CCCC5)ccc4[C@H]3CC[C@@]21C returned Keap1-Nrf2 PPI 1, LANA DNA inh 0.1, SR-BI DiI-HDL act -42&-41, Arrestin-AP2 inh 2, PKA-R2B activ -6, Cardiac RTF inh 5, DAGLB inh -6, PvdQ inh 13&5 and SR-BI HDL uptake 42&41.
CN(CC(=O)Nc1ccc(Cl)cc1)CC(=O)Nc1ccc(F)c(F)c1F was read as Keap1-Nrf2 PPI 1, LANA DNA inh 0.2, SR-BI DiI-HDL act -6, Arrestin-AP2 inh 31, PKA-R2B activ -5, Cardiac RTF inh -1, DAGLB inh -4, NSD2 HMT inh -1, PvdQ inh -3 and SR-BI HDL uptake 6.
For CCOc1ccc(C(C(=O)NCC2CCCO2)N(Cc2cccc(OC)c2)C(=O)c2snc(C(N)=O)c2N)cc1 (centres undefined) the results were Keap1-Nrf2 PPI -5, LANA DNA inh -0.8, Arrestin-AP2 inh 5, PKA-R2B activ -5, Cardiac RTF inh -4, DAGLB inh 0, NSD2 HMT inh -2 and PvdQ inh 8.
`CC1CCCN(C(=O)CCS(=O)(=O)c2cc3c(cc2Cl)NC(=O)CO3)C1` (centres undefined) gave Keap1-Nrf2 PPI -8, LANA DNA inh 0.0, SR-BI DiI-HDL act -6, Arrestin-AP2 inh 1, PKA-R2B activ -7, Cardiac RTF inh -1, DAGLB inh 2, PvdQ inh -4 and SR-BI HDL uptake 6.
For Clc1cccc2sc(N3CCCC3)nc12 the results were Keap1-Nrf2 PPI -1, LANA DNA inh -1.8, SR-BI DiI-HDL act 9, Arrestin-AP2 inh -6, PKA-R2B activ -2, Cardiac RTF inh 5, DAGLB inh -5, NSD2 HMT inh -2, PvdQ inh 19 and SR-BI HDL uptake -9.
CC(=O)NNC(=S)Nc1cc(S(=O)(=O)N(C)C)ccc1C was read as Keap1-Nrf2 PPI -7, LANA DNA inh -1.1, SR-BI DiI-HDL act 22, Arrestin-AP2 inh 3, PKA-R2B activ -6, Cardiac RTF inh -5, DAGLB inh 1, NSD2 HMT inh -1, PvdQ inh -24 and SR-BI HDL uptake -22.
For CCc1nc(NC2CCCCC2)c(C#N)c2c1COC(C)(C)C2 the results were Keap1-Nrf2 PPI 0, LANA DNA inh -0.6, Arrestin-AP2 inh 7, PKA-R2B activ 6, Cardiac RTF inh 3, DAGLB inh -7, NSD2 HMT inh -4 and PvdQ inh -6.
Screening COc1ccc(-c2nnc3c4ccccc4c(C)nn23)cc1 returned Keap1-Nrf2 PPI -6, LANA DNA inh -0.8, SR-BI DiI-HDL act -9, Arrestin-AP2 inh 7, PKA-R2B activ -7, Cardiac RTF inh 0, DAGLB inh -2, NSD2 HMT inh 0, PvdQ inh -7 and SR-BI HDL uptake 9.
`COc1cccc(-n2nc(C(=O)O)c3ccccc3c2=O)c1` gave Keap1-Nrf2 PPI -8, LANA DNA inh -3.1, SR-BI DiI-HDL act 9, Arrestin-AP2 inh 5, PKA-R2B activ -2, Cardiac RTF inh 5, DAGLB inh -2, NSD2 HMT inh -13, PvdQ inh -21 and SR-BI HDL uptake -9.
`CC1Cc2cc(S(=O)(=O)CCC(=O)N3CCN(c4ccccc4)CC3)ccc2N1C(=O)C1CC1` (centres undefined) gave Keap1-Nrf2 PPI 1, LANA DNA inh -0.8, SR-BI DiI-HDL act -11, Arrestin-AP2 inh 36, PKA-R2B activ 1, Cardiac RTF inh -4, DAGLB inh 0, PvdQ inh 3 and SR-BI HDL uptake 11.
Screening COC(=O)c1ccc(CSc2nc(C)nc3c2c(=O)n(C)c(=O)n3C)o1 returned Keap1-Nrf2 PPI -4, LANA DNA inh 0.1, SR-BI DiI-HDL act -7, Arrestin-AP2 inh -2, PKA-R2B activ -4, Cardiac RTF inh 4, DAGLB inh 0, PvdQ inh -5 and SR-BI HDL uptake 7.
`Clc1cc(Cl)c(OCc2nc(-c3ccccn3)no2)cc1Cl` gave Keap1-Nrf2 PPI 2, LANA DNA inh -0.8, SR-BI DiI-HDL act -5, Arrestin-AP2 inh 25, PKA-R2B activ 4, Cardiac RTF inh -2, DAGLB inh -6, NSD2 HMT inh 5, PvdQ inh -2 and SR-BI HDL uptake 5.
For COCC(=O)N1CCC(Oc2ccc(C(=O)N3CCCCC3COC)cc2)CC1 (centres undefined) the results were Keap1-Nrf2 PPI -2, LANA DNA inh -1.2, SR-BI DiI-HDL act 10, Arrestin-AP2 inh 9, PKA-R2B activ -8, Cardiac RTF inh 3, DAGLB inh -3, NSD2 HMT inh 10, PvdQ inh 2 and SR-BI HDL uptake -10.
CS(=O)(=O)N(CC(=O)N1CCCC1)c1ccccc1F was read as Keap1-Nrf2 PPI 3, LANA DNA inh 0.5, SR-BI DiI-HDL act 15, Arrestin-AP2 inh -14, PKA-R2B activ -4, Cardiac RTF inh -6, DAGLB inh 3, NSD2 HMT inh -4, PvdQ inh -12 and SR-BI HDL uptake -15.
O=C(CSc1ncccn1)NC(=O)c1ccccc1 was read as Keap1-Nrf2 PPI -5, LANA DNA inh -0.4, SR-BI DiI-HDL act 34, Arrestin-AP2 inh 1, PKA-R2B activ -6, Cardiac RTF inh 0, DAGLB inh 1, PvdQ inh -21 and SR-BI HDL uptake -34.
O=C(Nc1ccc(N2CCCCC2)cc1)c1ccc(F)cc1F was read as Keap1-Nrf2 PPI -4, LANA DNA inh -0.6, SR-BI DiI-HDL act -11, Arrestin-AP2 inh 2, PKA-R2B activ 4, Cardiac RTF inh -6, DAGLB inh 0, NSD2 HMT inh -1, PvdQ inh -15 and SR-BI HDL uptake 11.
COc1ccccc1Nc1ncc(C(=O)Nc2ccc(OC)c(OC)c2)c2ccccc12 was read as Keap1-Nrf2 PPI -6, LANA DNA inh 1.9, SR-BI DiI-HDL act -83, Arrestin-AP2 inh 16, PKA-R2B activ -4, Cardiac RTF inh -3, DAGLB inh 1, NSD2 HMT inh -1, PvdQ inh 0 and SR-BI HDL uptake 83*.
For CSc1ccccc1NS(=O)(=O)c1ccc2c(c1)OCCO2 the results were Keap1-Nrf2 PPI -4, LANA DNA inh -1.4, SR-BI DiI-HDL act 6, Arrestin-AP2 inh -13, PKA-R2B activ 0, Cardiac RTF inh -6, DAGLB inh 0, NSD2 HMT inh 5, PvdQ inh -14 and SR-BI HDL uptake -6.
For CC(C)(C)C1CCC(CN2C(Nc3ccccc3)=NC[C@@H]2Cc2ccccc2)CC1 (some centres undefined) the results were Keap1-Nrf2 PPI -6, LANA DNA inh -0.1, SR-BI DiI-HDL act -4, Arrestin-AP2 inh 5, PKA-R2B activ 3, Cardiac RTF inh -1, DAGLB inh 2, PvdQ inh -33 and SR-BI HDL uptake 4.
For c1ccc2c(c1)NC1(CCCC1)n1c-2nc2ccccc21 the results were Keap1-Nrf2 PPI 0, LANA DNA inh 0.8, SR-BI DiI-HDL act 17, Arrestin-AP2 inh 0, PKA-R2B activ -12, Cardiac RTF inh 0, DAGLB inh 0, NSD2 HMT inh -1, PvdQ inh 7 and SR-BI HDL uptake -17.
Screening Cc1cc(F)ccc1NC(=O)c1ccc(NS(=O)(=O)c2cc(C(C)(C)C)ccc2C)cc1 returned Keap1-Nrf2 PPI -2, LANA DNA inh -0.5, SR-BI DiI-HDL act 12, Arrestin-AP2 inh -8, PKA-R2B activ -18, Cardiac RTF inh -9, DAGLB inh 0, NSD2 HMT inh -3, PvdQ inh 4 and SR-BI HDL uptake -12.
For CCCCn1c(N)c(N(CC)C(=O)c2ccc(C#N)cc2)c(=O)[nH]c1=O the results were Keap1-Nrf2 PPI 0, LANA DNA inh -0.4, SR-BI DiI-HDL act 14, Arrestin-AP2 inh -15, PKA-R2B activ -12, Cardiac RTF inh -14, DAGLB inh 0, NSD2 HMT inh 5, PvdQ inh -12 and SR-BI HDL uptake -14.
CC(=O)Nc1ccc(O)cc1[N+](=O)[O-] was read as Keap1-Nrf2 PPI -3, LANA DNA inh -3.4, SR-BI DiI-HDL act -13, Arrestin-AP2 inh 9, PKA-R2B activ -3, Cardiac RTF inh -10, DAGLB inh -3, NSD2 HMT inh -5, PvdQ inh -10 and SR-BI HDL uptake 13.
For Cc1ccc(C)n1CCN1CCN(C(=O)CSc2nc3ccccc3nc2N2CCOCC2)CC1 the results were Keap1-Nrf2 PPI -3, LANA DNA inh -5.0, SR-BI DiI-HDL act 21, Arrestin-AP2 inh 3, PKA-R2B activ -3, Cardiac RTF inh 1, DAGLB inh -1, NSD2 HMT inh 4, PvdQ inh 1 and SR-BI HDL uptake -21.
CC(C)(C)c1cc(CCC(=O)NCc2cccnc2)cc(C(C)(C)C)c1O was read as Keap1-Nrf2 PPI 0, LANA DNA inh -1.8, SR-BI DiI-HDL act 10, Arrestin-AP2 inh 47, PKA-R2B activ 12, Cardiac RTF inh -1, DAGLB inh -1, NSD2 HMT inh -1, PvdQ inh 2 and SR-BI HDL uptake -10.
For Cc1ccc(NC(=O)CS(=O)CC(=O)N2CCN(C3CCCC3)CC2)cc1 (centres undefined) the results were Keap1-Nrf2 PPI -5, LANA DNA inh 2.0, Arrestin-AP2 inh -7, PKA-R2B activ -8, Cardiac RTF inh 2, DAGLB inh -2, NSD2 HMT inh 3 and PvdQ inh -14.
CC(NC(=O)C1(C)CC1(Br)Br)C(C)(C)C (centres undefined) was read as Keap1-Nrf2 PPI -1, LANA DNA inh 0.2, SR-BI DiI-HDL act 10, Arrestin-AP2 inh 11, PKA-R2B activ -3, Cardiac RTF inh -2, DAGLB inh 0, NSD2 HMT inh -6, PvdQ inh 4 and SR-BI HDL uptake -10.
`CCOC(=O)C1=C(C)C(c2ccccc2OC)NC(=S)N1` (centres undefined) gave Keap1-Nrf2 PPI -4, LANA DNA inh 3.8, SR-BI DiI-HDL act -25, Arrestin-AP2 inh 16, PKA-R2B activ 3, Cardiac RTF inh 13, DAGLB inh -2, NSD2 HMT inh 1, PvdQ inh 0 and SR-BI HDL uptake 25.
